All columns: NCI-60 one-dose screen, growth in % after 48 h at 10 µM unless noted; 100 = growth as untreated, 0 = no growth, -100 = all killed.
UACC-257 – UACC-257 melanoma; 4.4% of 78,000 active; AID 1794764
LOX IMVI – LOX IMVI melanoma; 7.4% of 79,000 active
MALME-3M – MALME-3M melanoma; 5.8% of 78,000 active; AID 1794766
HS 578T – HS 578T breast cancer; 4.1% of 78,000 active
T-47D – T-47D breast cancer | AID 1794792 | 5% of 79,000 active
MCF7 – MCF7 breast cancer. 6.3% of 82,000 active
UACC-62 – UACC-62 melanoma; 5.4% of 81,000 active
BT-549 – BT-549 breast cancer; AID 1794793; 4.4% of 78,000 active
Starred values were filed as active, the others as inactive; . = not tested or not shown; & = joins results of further samples. The calls were made as follows: active = growth percent below 10; inactive = the rest.

Below each SMILES – UACC-257	LOX IMVI	MALME-3M	HS 578T	T-47D	MCF7	UACC-62	BT-549
Cc1nc2ncc(-c3n[nH]c(=S)o3)c(=O)n2[nH]1
  106	106	97	95	112	96	92	101
CC(=O)N1N=C(c2cccs2)CC1c1[nH]c(C)c(C(=O)NCC(F)(F)F)c1C (stereo unspecified)
  106	100	104	99	113	88	93	99
CCCCCCCCCCCCCCCCN=C1NOCC1N (stereo unspecified)
  90	95	106	96	108	93	98	108
CCOC(=O)c1sc(N)nc1-c1ccccc1
  98	95	120	106	94	100	112	100
COc1ccc(C2CC(c3ccc(-c4ccccc4)cc3)=NN2c2ccc(S(N)(=O)=O)cc2)cc1 (stereo unspecified)
  83	50	96	85	53	59	71	99
CCOC(=O)c1nn(-c2ccc(Cl)cc2)c(=N/N=C/c2c(O)cc3oc(C)cc(=O)c3c2OC)s1
  97	76	79	96	81	85	78	94
c1ccc(C2CC(c3cccc(OCCCCOc4cccc(C5=NOC(c6ccccc6)C5)c4)c3)=NO2)cc1 (stereo unspecified)
  98	104	106	99	101	88	89	92
CCO/C=N/C1=C(C#N)C(c2ccc(O)cc2)c2sc3c(F)cccc3c2O1 (stereo unspecified)
  113	91	109	91	85	69	84	105
CS(=O)(=O)c1ccc(C(=O)c2ccc(F)cc2)cc1
  93	94	95	105	90	93	91	103
CCOC(=O)c1c[nH]c(/C=N/O)c1C
  106	98	116	103	94	94	104	.
Cc1ccc(NC(=O)CC2Sc3ccccc3NC2=O)cc1C (stereo unspecified)
  95	100	85	109	84	88	94	107
O=C(CCl)N1c2ccccc2Sc2ccc3ccccc3c21
  -37*	-78*	-43*	-0.7*	-68*	10.0*	-0.7*	-41*
O=C1Cc2cc(-c3nnc(Nc4nc5ccccc5s4)s3)ccc2N1
  106	90	100	105	50	61	97	102
O=CNc1ccc2c(c1)Cc1cc([N+](=O)[O-])ccc1-2
  59	41	11	40	29	16	30	17
COc1c2c(c(OC)c3c1OC(=O)CC3c1coc3ccccc3c1=O)OCO2 (stereo unspecified)
  101	95	101	90	92	97	100	96
O=C1/C(=C/c2cn(-c3ccccc3)nc2-c2ccccc2)SC(=S)N1C1CCCCC1
  102	91	92	103	97	86	93	114
CC(=O)c1ccc(NC(=O)CSc2nc3ccc([N+](=O)[O-])cc3[nH]2)cc1
  100	94	94	98	86	96	85	106
CN(C)CCCNC(=O)c1cc(NC(=O)c2cc(NC(=O)c3ccc(/C=C/c4ccccc4)cc3)cn2C)cn1C
  54	-86*	35	95	55	-86*	10	69
COc1ccc(CNNC(=O)c2ncc[nH]2)c(OC)c1OC
  102	103	97	108	90	91	106	106
CCOC(=O)C1=C(C(=O)OCC)N(c2ccc(F)c(Cl)c2)C(N)=C(C#N)C1c1cc(=O)[nH]c2ccccc12 (stereo unspecified)
  97	96	100	97	98	92	73	103

Of the compounds above, these contain a Cl atom.
Below each SMILES – UACC-257	LOX IMVI	MALME-3M	HS 578T	T-47D	MCF7	UACC-62	BT-549
CCOC(=O)c1nn(-c2ccc(Cl)cc2)c(=N/N=C/c2c(O)cc3oc(C)cc(=O)c3c2OC)s1
  97	76	79	96	81	85	78	94
O=C(CCl)N1c2ccccc2Sc2ccc3ccccc3c21
  -37*	-78*	-43*	-0.7*	-68*	10.0*	-0.7*	-41*
CCOC(=O)C1=C(C(=O)OCC)N(c2ccc(F)c(Cl)c2)C(N)=C(C#N)C1c1cc(=O)[nH]c2ccccc12 (stereo unspecified)
  97	96	100	97	98	92	73	103

Following part:
Below each SMILES – UACC-257	LOX IMVI	MALME-3M	HS 578T	T-47D	MCF7	UACC-62	BT-549
CCOC(=O)CC(O)(c1ccccc1)c1ccccc1
  109	108	.	106	113	106	102	114
Cc1ccc(C2=NN3C(C2)c2ccccc2OC3c2cccnc2)cc1 (stereo unspecified)
  95	86	105	93	88	80	90	90
CC(=O)O[C@H]1CC[C@]2(C)[C@H]3CC[C@@H]4[C@H]5[C@H](C(C)C)CC[C@]5(C(=O)NCCN=C(N)N)CC[C@@]4(C)[C@]3(C)CC[C@H]2C1(C)C
  88	98	99	105	98	84	97	117
COC(=O)c1ccc(I)cc1
  112	101	114	98	109	99	102	.
CC(O)Cc1ccc2c(c1)OCO2 (stereo unspecified)
  100	98	106	102	101	97	93	104
CN1C(=O)/C(=C/c2ccco2)S/C1=N/c1nccs1
  117	98	118	111	66	34	87	112
O=c1oc2ccc(OS(=O)(=O)c3ccccc3)cc2c2c1CCCCCC2
  103	100	93	93	75	102	86	80
Cn1c(Cn2nc(-c3ccccc3)ccc2=O)n[nH]c1=S
  103	97	97	99	102	94	91	107
CCOC(=O)C(CN(C)Cc1cc(Cl)cc(Cl)c1O)C(=O)OCC
  90	97	99	105	87	100	98	104
COc1ccc(N=c2nc3sc4cccc(Cl)c4n3c(N)c2C#N)cc1
  103	95	106	98	87	88	86	113

An excerpt of these results, with each value named.
smiles: Cc1ccc(C2=NN3C(C2)c2ccccc2OC3c2cccnc2)cc1 (stereo unspecified)
  UACC-257: 95
  LOX IMVI: 86
  MALME-3M: 105
  HS 578T: 93
  T-47D: 88
  MCF7: 80
  UACC-62: 90
  BT-549: 90
smiles: CCOC(=O)C(CN(C)Cc1cc(Cl)cc(Cl)c1O)C(=O)OCC
  UACC-257: 90
  LOX IMVI: 97
  MALME-3M: 99
  HS 578T: 105
  T-47D: 87
  MCF7: 100
  UACC-62: 98
  BT-549: 104

(next part)
Below each SMILES – UACC-257	LOX IMVI	MALME-3M	HS 578T	T-47D	MCF7	UACC-62	BT-549
O=C1N[C@@H](Cc2c[nH]c3ccccc23)C(=O)N(Cc2cccc(O)c2)[C@H]1Cc1ccccc1
  77	90	92	93	77	88	58	88
NC(=O)c1c(NC(=O)c2cc(Cl)c[nH]c2=O)sc2c1CCC(=O)C2
  97	94	107	93	79	100	66	66
Cn1cc(-c2csc(-c3c[nH]c4ccccc34)n2)c2cnccc21
  91	-85*	-79*	88	-3.8*	17	-53*	79
CCCCCN(CCCCC)C(=O)C(C)O (stereo unspecified)
  105	111	117	113	112	94	111	.
COc1ccc(Cl)cc1NC(=O)C(Br)C(Br)C(=O)O (stereo unspecified)
  61	-70*	46	86	20	24	7.2*	.
CCOC(=O)c1cnn(CC(O)CC)c1NC(=O)NCc1ccc(C(F)(F)F)cc1 (stereo unspecified)
  91	90	108	109	81	98	98	65
O=C(NCCCNc1nccc(-c2c(-c3cccc(F)c3)nc3sccn23)n1)C1CCCCC1
  95	57	75	80	38	37	36	79
O=C(O)c1ccc(-c2nn(-c3ccc(C(F)(F)F)cc3)cc2CNc2cccc(Br)c2)cc1
  98	94	110	92	66	93	96	98
C#Cc1ccc(-n2c(/C=C/c3ccc(F)cc3)nc3ncccc3c2=O)cc1
  101	98	95	112	93	91	106	106
CC(C)(C)c1ccccc1N
  112	96	97	99	107	92	101	87
O=Cc1ccc(OCc2cnnn2-c2cc(=O)[nH]c3ccccc23)cc1
  106	95	85	106	86	94	90	101
O=C1CCc2cc(O)ccc21
  99	99	105	96	92	97	104	108
CCCCCCN1CCN(Cc2ccc(N(CC)CC)cc2)C(=O)C1=O
  34	45	10	21	25	17	45	68
COc1cc(Cl)cc(-c2nn(C(=O)NCCN3CCCC3)cc2-c2ccncc2)c1
  115	99	128	93	103	85	90	.
CC(=O)c1sc(-c2ccc(F)cc2)cc1N
  82	107	114	82	86	89	85	97
O=C(O)CCC(NC(=O)OCc1ccccc1)C(=O)O (stereo unspecified)
  .	99	97	107	98	93	91	119
CC(C)CCCCCOC(=O)c1ccccc1SSc1ccccc1C(=O)OCCCCCC(C)C
  102	100	110	104	90	94	96	.
CC(COC(=O)c1ccc([N+](=O)[O-])cc1)C1CCCCC1 (stereo unspecified)
  92	97	110	.	108	95	104	105
O=S1c2ccccc2NC2C3C=CC(C3)C21 (stereo unspecified)
  105	85&91	119&100	120&99	107&105	99&102	109&93	130&113
COc1ccc(/C=C/c2cccc[n+]2C)cc1
  .	94	95	119	97	96	114	90

(continued)
Structure	UACC-257	LOX IMVI	MALME-3M	HS 578T	T-47D	MCF7	UACC-62	BT-549
CC[n+]1c(C)ccc2cc(C)ccc21	105	91	131	112	91	94	96	95
O=S(=O)(Nc1cccc2cn[nH]c12)c1ccc(Cl)cc1Cl	51	16	45	69	56	21	37	61
COC(=O)[C@]12CC[C@@H](C)[C@H](C)[C@@H]1C1=CC[C@@H]3[C@@]4(C)C=C(O)C(=O)[C@@]5(C)COC(=C54)C[C@@]3(C)[C@]1(C)CC2	.	-99*	-59*	-19*	-26*	-70*	.	-67*
CCSc1nnc(Cc2ccc(OC)cc2)n1-c1ccccc1	97	95	91	102	.	94	102	.
CC1=CNC(=O)/C1=C\c1cc(=O)oc2ccc(Cl)cc12	98	94	104	102	82	91	99	97
O=C(Nc1ccccc1F)Nc1cccc2ccccc12	104	101	86	95	64	87	72	118
N#Cc1c(-c2ccccc2)cc(-c2ccccc2)n(CCCCCCC(=O)NO)c1=O	63	44	30	65	31	32	42	99
COc1ccc(/C=N/n2c(-c3ccccc3)cc(C)c(C#N)/c2=N\N)cc1OC	101	101	91	101	85	.	90	89
Clc1ccc(C2=NN[C@H](c3cn(-c4ccccc4)nc3-c3ccccc3)C2)cc1	66	50	64	74	46	66	76	93
Cc1cc(C)c(-c2cc(O)c(C)cc2O)c(C)c1	101	87	89	89	80	88	92	.
COc1cc(OC)c(NC(=O)n2ncc3cc(Nc4ncnc5ccccc45)ccc32)cc1Cl	118	102	110	112	97	98	105	78
COC1=CC(c2ccc[nH]2)=N/C1=C\c1[nH]c(C)c(C(=O)CCC(=O)Oc2ccc3c(c2)CCC2C3CC[C@]3(C)C(=O)CC[C@@H]23)c1C (stereo partly specified)	106	.	103	70	79	50	65	70
COc1cc(/C=C/C(=O)c2ccc(Oc3ncnc4ccccc34)cc2)cc(OC)c1OC	93	40	99	97	36	27	66	58
CC1CCCC(C)N1 (stereo unspecified)	106&100	98&111&107	101&109&107	93&112&105	98&103&68	95&87&100	93&103&111	107&117&99
O=C(c1ccc(OCCN2CCOCC2)cc1)C1[C@H](c2ccc(Cl)cc2)[C@@H](c2ccccc2)NC12C(=O)Nc1ccc(Br)cc12 (stereo partly specified)	40	-75*	56	57	26	1.4*	39	54
COc1ccc(C(=O)/C=C/c2c(OC)cc(OC)cc2OC)c(OC)c1	29	27	3.2*	54	19	21	12	12
COc1ccc(/C=C/C(=O)c2ccc(NC(=O)CSc3nc(-c4cc(OC)c(OC)c(OC)c4)c(C#N)c(=O)[nH]3)cc2)cc1OC	89	102	102	101	69	101	102	83
O=C1/C(=C2\SC(=S)N(Cc3ccccc3)C2=O)SC(=S)N1Cc1ccccc1	94	94	100	105	93	101	93	100
CC1(C)CC(=O)C2=C(C1)OC(C(=O)c1ccc(N=[N+]=[N-])cc1)C2c1cccc([N+](=O)[O-])c1 (stereo unspecified)	105	96	103	101	107	91	87	99
NS(=O)(=O)N(c1cc(C(F)(F)F)cc(C(F)(F)F)c1)C1CCN(Cc2ccc(C(F)(F)F)cc2)CC1	.	24	71	25	29	9.3*	24	37
CCc1c(C)c2cc3nc(-c4ccc(C(=O)O)cc4)oc3c(C)c2oc1=O	74	96	94	101	85	97	106	115
Cc1ccc(S(=O)(=O)c2nc(-c3ccccc3)oc2Sc2nc3ccccc3s2)cc1	101	25	66	101	63	58	80	18
O=c1nc(NCc2cccc(Cl)c2)sc2ccccc12	104	84	98	114	68	52	68	133
O=c1[nH]c(=S)[nH]c2nccnc12	107	95	123	114	113	100	110	99

High-throughput results: PubChem BioAssay, NCI
